# HP1b chromo inh: HTS for Inhibitors of HP1-beta Chromodomain Interactions with Methylated Histone Tails. Chromobox protein homolog 1 (Homo sapiens), P83916. AlphaScreen HP1-beta / biotin-H3K9me3 peptide binding. Potency, µM (doses to about 114 µM), inactives show top-dose activity change, negative = inhibition, most hits filed as inhibitors. actives 0.56% (n = 390,000). AID 540317, 2011; further: potency means the concentration at half of the fitted maximal effect; nearly all actives have a fitted effect of over 70% in size; inactives centre near 23
# Target sequence (P83916 whole entry, looked up): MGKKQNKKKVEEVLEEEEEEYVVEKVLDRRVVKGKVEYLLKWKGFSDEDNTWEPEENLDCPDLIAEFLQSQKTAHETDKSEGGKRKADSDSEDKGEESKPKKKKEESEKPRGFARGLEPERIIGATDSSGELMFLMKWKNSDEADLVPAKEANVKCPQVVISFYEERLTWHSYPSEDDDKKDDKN
#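 Compound inhibition of the preformed complex between 50 nM HP1-beta and 50 nM biotinylated H3K9me3 peptide was read by AlphaScreen. Buffer was PBS pH 7.4 with 0.01% Tween-20. Incubations ran 30 min at room temperature, with 10 ug/mL donor/acceptor beads.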
# ERG-DNA inh: qHTS for Small Molecule Inhibitors of the ERG Ets/DNA interaction; Potency, µM (doses to about 76.9 µM), for the others: at the top dose FP activity, negative = inhibition, hits mostly inhibitors; actives 0.028% (n = 370,000); Transcriptional regulator ERG (Homo sapiens), P11308; AID 624246, 2012; fluorescence polarization, His-ERG Ets domain / labelled DNA; active means well fitted inhibition curve with a large enough effect in the polarisation, with a control signal flat; inconclusive means small, poorly fitted or top-dose-only effect, or effect the other way, or a change in a side signal; inactive means no such curve, though single readings can be large or run the other way; the % refers to the polarisation;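 further: polarization taken with two DNA probes labelled with fluorescein and Texas red; potency means the concentration at half of the fitted maximal effect; % of control where 0% means no effect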
#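 His-tagged ERG Ets domain (1 uM in the protein solution; 300mM KCl, 50mM Tris-HCl, 1mM EDTA, 1mM DTT, pH 7.5) received compound, then a probe mix of 5 nM fluorescein-DNA and 100nM Texas-615-DNA. Fluorescence polarization was read for both dyes.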
# GLS inh: qHTS for Inhibitors of Glutaminase (GLS). AID 624170, 2012. Potency, µM (titrated, usually from 45.5 µM), without a hit: top-dose activity change, negative = inhibition, usual class: inhibitors. Glutaminase kidney isoform, mitochondrial (Homo sapiens), O94925. GLS enzymatic activity, qHTS titration. actives 0.21% (n = 410,000); further: potency means the concentration at half of the fitted maximal effect; on the % scale 0 is the no-effect control and ±100 the full control effect
#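 hKGA in 45 mM KH2PO4 pH 8.2, 0.02% Tween-20 with pin-transferred compounds; 1 mM L-glutamine (stock) plus glutamate oxidase/HRP/Amplex Red coupling added. Fluorescence read initially and after 30 min at RT.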
# JMJD2A Tudor inh: qHTS Assay for Inhibitors of JMJD2A-Tudor Domain; Potency, µM (titrated, usually from 114 µM), for inactives: top-dose activity change, negative = inhibition, actives largely listed as inhibitors; AlphaScreen JMJD2A-Tudor / H3K4me3 peptide binding; actives 4.4% (n = 390,000); Lysine-specific demethylase 4A (Homo sapiens), O75164; further: potency means the concentration at half of the fitted maximal effect; on the % scale 0 is the no-effect control and ±100 the full control effect; nearly all actives have a fitted effect of over 50% in size
# G9a block: qHTS Assay for Inhibitors of Histone Lysine Methyltransferase G9a | Histone-lysine N-methyltransferase EHMT2 (Homo sapiens), Q96KQ7 | actives 8.8% (n = 350,000) | Potency, µM (series often up to 102 µM), for inactives: at the top dose activity, negative = inhibition, hits mostly inhibitors | AID 504332, 2011 | G9a H3K9 monomethylation, AlphaScreen, 2 h; further: potency means the concentration at half of the fitted maximal effect; on the % scale 0 is the no-effect control and ±100 the full control effect; nearly all actives have a fitted effect of over 75% in size
# Target sequence (Q96KQ7 913-1193 limits assumed): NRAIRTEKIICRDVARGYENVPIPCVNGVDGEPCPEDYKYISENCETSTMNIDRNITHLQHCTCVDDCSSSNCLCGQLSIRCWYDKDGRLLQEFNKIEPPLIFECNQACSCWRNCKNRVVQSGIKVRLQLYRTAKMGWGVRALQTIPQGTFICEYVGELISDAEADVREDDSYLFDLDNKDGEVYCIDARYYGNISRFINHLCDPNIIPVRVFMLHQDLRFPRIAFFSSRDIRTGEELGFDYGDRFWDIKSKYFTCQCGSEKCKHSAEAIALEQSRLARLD
#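 AlphaScreen detection with an anti-monomethyl H3K9 antibody quantified product after a 2 h room-temperature reaction containing 500 nM biotinylated H3K9 peptide, 20 µM SAM and 20 nM enzyme, which had been preincubated 15 min with compound.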
# Tb PGK inh: qHTS Assay to Find Inhibitors of Phosphoglycerate Kinase. PGK/GAPDH coupled, Kinase-Glo luminescence, 60 min. Potency, µM (highest dose often 57.5 µM), for the others: at the highest dose activity change, negative = inhibition, most hits filed as inhibitors. actives 0.043% (n = 380,000). AID 602233, 2012; further: potency means the concentration at half of the fitted maximal effect; on the % scale 0 is the no-effect control and ±100 the full control effect; nearly all actives have a fitted effect of over 60% in size
#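 Recombinant glycosomal PGK reaction used 1,3-bisphosphoglycerate generated in-well by GAPDH (100nM final) in 100mM TEA pH 7.6, 5mM MgCl2, 0.01% Tween-20. After 60 minutes at room temperature, ATP was read by Kinase-Glo Plus luminescence end-point.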
# BAZ2B inh: qHTS Assay for Inhibitors of BAZ2B. Bromodomain adjacent to zinc finger domain protein 2B (Homo sapiens), Q9UIF8. AlphaScreen BAZ2B-H3K14Ac peptide displacement. Potency, µM (highest dose often 114 µM), for the others: top-dose activity change, negative = inhibition, hits mostly inhibitors. actives 4.4% (n = 360,000). AID 504333, 2011; further: potency means the concentration at half of the fitted maximal effect; on the % scale 0 is the no-effect control and ±100 the full control effect; nearly all actives have a fitted effect of over 60% in size
#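 AlphaScreen luminescence quantifies BAZ2B engagement of H3K14Ac peptide; the protein and biotinylated peptide are both at 50 nM final, buffer PBS pH 7.4 with 0.01% Tween-20, all steps at room temperature.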
# Pin1 inh: qHTS Assay to Find Inhibitors of Pin1; Peptidyl-prolyl cis-trans isomerase NIMA-interacting 1 (Homo sapiens), Q13526; Pin1 FP peptide displacement, HiFluor488, 10 min; Potency, µM (series often up to 115 µM), inactives show at the highest dose activity, negative = inhibition, actives largely listed as inhibitors; actives 0.009% (n = 390,000); active means well fitted inhibition curve with a large enough effect in the polarisation, with a control signal flat, not every such curve was filed as active; inconclusive means small, poorly fitted or top-dose-only effect, or effect the other way, or a change in a side signal; inactive means no such curve, though single readings can be large or run the other way; the % refers to the polarisation; further: potency means the concentration at half of the fitted maximal effect; on the % scale 0 is the no-effect control and ±100 the full control effect
# PI4K2A inh: qHTS for small molecular inhibitors of PI4K2A; purified PI4K2A, ADP-Glo luminescence, 1 h; hits give low values; Phosphatidylinositol 4-kinase type 2-alpha (Homo sapiens), Q9BTU6; actives 0.13% (n = 420,000); activity change, negative = inhibition, % at 76.9 µM; in the data active means activity change below about -50%; inconclusive means mostly about -30% to -49%;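 further: -100% = wells without enzyme as full effect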
# Target sequence (Q9BTU6 whole entry, looked up): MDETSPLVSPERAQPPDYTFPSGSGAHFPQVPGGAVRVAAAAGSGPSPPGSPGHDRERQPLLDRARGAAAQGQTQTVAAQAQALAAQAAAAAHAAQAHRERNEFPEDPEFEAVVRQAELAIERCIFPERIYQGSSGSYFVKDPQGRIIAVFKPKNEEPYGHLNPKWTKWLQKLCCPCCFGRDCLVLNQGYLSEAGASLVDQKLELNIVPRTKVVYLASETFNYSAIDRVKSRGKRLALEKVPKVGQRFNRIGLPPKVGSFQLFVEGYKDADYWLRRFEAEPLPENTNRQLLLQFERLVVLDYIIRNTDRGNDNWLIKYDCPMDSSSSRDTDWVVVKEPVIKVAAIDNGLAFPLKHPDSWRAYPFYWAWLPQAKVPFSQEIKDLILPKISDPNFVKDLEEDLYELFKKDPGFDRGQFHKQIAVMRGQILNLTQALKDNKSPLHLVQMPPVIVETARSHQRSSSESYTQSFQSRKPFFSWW
#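 PI4K2A activity was measured by ADP-Glo luminescence: enzyme (4 ug/mL stock) and phosphatidylinositol (1.2 mM stock) in Tris pH 7.5/MgCl2/EGTA/Triton X-100 buffer were reacted with ATP (300 microM stock) for one hour at ambient temperature.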
# The depositor's hits bear a star; i = inactive; ? = inconclusive; . = no result given; [ ] = another dose, or the depositor's remark. Unless noted, the call rests on the fitted dose curve; in most records, active means well fitted curve in the direction sought with a large enough effect; inconclusive means small, poorly fitted or top-dose-only effect, or another doubt; inactive means no such curve, though single readings can be large; an effect the other way counts as inactive or inconclusive.
SMILES,HP1b chromo inh,ERG-DNA inh,GLS inh,JMJD2A Tudor inh,G9a block,Tb PGK inh,BAZ2B inh,Pin1 inh,PI4K2A inh
O=C(OCc1ccccc1)/C(=C(\O)c1ccccc1Br)c1ccc(-c2ccccc2)cn1,79.6%[activator],0.5%,4.8%,-7.9%,-4.3%[2.33 µM],i,56.2µM*,10.0%,-9.0
CN(C(=O)COC(=O)c1cccnc1Cl)C1CCCCC1,22.9%,9.7%,-7.2%,-2.1%,.,8.0%,.,-2.3%,-0.6
CCCCNC(=O)COC(=O)c1cc2c(C)nn(-c3ccccc3)c2s1,33.7%,-3.3%,1.2%,-7.2%,-9.5%[59 µM],-2.5%,6.0%,2.4%,1.9
O=C(N/N=C/c1c(Cl)cccc1Cl)c1cccc(F)c1,8.7%,-16.2%,0.5%,-9.5%,24.6%,1.9%,8.1%,1.8%,3.7
CCC(=O)NCCc1cc2ccc(C)c(C)c2[nH]c1=O,48.0%[activator],-10.4%,0.5%,-17.9%,24.5%,i,9.2%,2.9%,1.2
COc1ccc(/C=N/NC(=O)CCC(=O)Nc2ccccc2)cc1OC,19.6%,-0.3%,-5.7%,-19.0%,3.3%,-12.5%,-2.2%,1.8%,-0.6
O=C(Nc1c2c(nn1-c1cccc(Cl)c1)CS(=O)(=O)C2)c1ccco1,25.6%,-2.9%,4.7%,-8.0%,?,6.3%,0.8%,2.5%,1.5
CC(C)Oc1ccc(N2CC(C(=O)Nc3ccccc3F)CC2=O)cc1 (stereo not drawn),20.4%,5.4%,8.8%,2.9%,6.8%[12.7 µM],2.4%,11.6%,-14.5%,5.1
O=C(O)c1ccccc1C(=O)c1cccc2ccccc12,25.4%,2.4%,-8.7%,-1.0%,17.2%,-0.3%,-0.4%,8.7%,4.6
O=C(N/C(=C/c1cccs1)c1nc2ccccc2[nH]1)c1ccccc1,?,-3.9%,6.5%,-13.0%[57.1 µM],-4.8%,1.3%,9.9%,-3.9%,-3.0
CC(=O)N1CCc2cc(S(=O)(=O)NC(Cc3ccccc3)C(=O)Nc3cc(C)ccn3)ccc21 (stereo not drawn),6.5%,.,3.5%,-8.6%,?,.,?,-3.1%,-1.8
COc1ccc(/C=N/NC(=O)C2(C)NC(C)(C)Cc3ccccc32)cc1 (stereo not drawn),33.6%,6.4%,-4.1%,1.4%,22.2%,-5.0%,-19.6%,-9.5%,-1.5
CN1CCC(N(C)CC(O)c2ccccc2)CC1 (stereo not drawn),-7.9%,6.1%,3.5%,3.55µM*,8.91µM*,-6.8%,50.1µM*,-2.7%,-0.3
COc1ccc(S(=O)(=O)N2CCN(CC(=O)N3CCOCC3)CC2)cc1OC,19.2%,5.1%,-5.4%,0.0%,.,-4.2%,.,-6.6%,-3.1
O=C(Cn1c(=O)oc2cc(S(=O)(=O)N3CCCCCC3)ccc21)Nc1ccc(F)cc1F,1.0%,-1.4%,-17.2%,-19.8%,5.2%[59 µM],.,-1.2%,1.2%,2.0
COc1ccccc1CCc1nnc(CCC(=O)NC(C)Cc2cccc(C)n2)o1 (stereo not drawn),5.4%,-7.8%,-1.2%,-11.8%[11.4 µM],-1.6%,-0.7%,-10.9%,-0.2%,-1.2
COc1ccc(C(CNC(=O)C(CCSC)NC(=O)c2ccccc2Cl)N2CCCC2)cc1 (stereo not drawn),27.8%,-0.7%,6.0%,-23.2%,-8.9%[12.7 µM],-10.3%,5.8%,7.6%,-2.4
O=C(NCc1ccccc1)c1c(O)c2ccccc2[nH]c1=O,4.7%,-7.8%,7.4%,-14.5%,-9.2%,i,-12.0%,1.9%,4.3
CCc1nnc(NC(=O)c2cc(S(=O)(=O)N(C)c3ccc(OC)cc3)ccc2Cl)s1,3.7%,0.5%,12.1%,-20.6%,?,-2.6%,-17.9%,-1.0%,-0.1
Cc1cc(C)nc(SCC(=O)Nc2ccnc3ccccc23)n1,16.6%,8.2%,1.7%,-4.1%,-21.8%,i,-12.8%,-9.9%,1.2
CN(Cc1ccccc1)CC1CCCN(CCc2ccccc2F)C1 (stereo not drawn),5.6%,-9.6%,1.2%,-30.8%,18.0%,i,-20.4%,-1.0%,2.0
O=C(O)c1cccc(-n2c(/C=C/c3ccccc3)nc3ccccc3c2=O)c1,46.1%[activator],-23.0%,-1.3%,-15.5%,-49.8%,-3.7%,-0.8%,0.2%,4.1
COC(=O)c1ccccc1NC(=O)COc1ccccc1[N+](=O)[O-],1.6%,-14.0%,3.7%,-20.8%,29.0%[59 µM],7.1%,?,5.7%,3.6
O=C1OC(c2ccccc2)(c2cc(Br)c(O)c(Br)c2)c2ccccc21 (stereo not drawn),-21.1%,14.4%,1.4%,-35.7%,.,-6.3%,.,-12.3%,-2.1
Cn1c(SCc2cc(=O)c3cc(Cl)ccc3[nH]2)nnc1-c1ccccc1,18.3%[57 µM],-3.8%,15.1%,-9.4%,3.1%[59 µM],i,9.5%,-0.7%,-5.7
Cc1nn(-c2ccc(N3CCCC3)nn2)c(C)c1CCC(=O)N1CCN(c2ccccc2)CC1,27.4%,-1.2%,5.0%,-11.7%,16.7%[59 µM],i,?,-0.7%,7.4
NC(=S)c1ccc[n+]([O-])c1,?,-1.6%,-0.3%,1.12µM*,.,-6.3%,.,0.1%,-2.8
CCc1ccccc1NC(=O)C1c2ccccc2Oc2ccccc21,10.5%,-13.1%,8.7%,-13.1%,7.9%[59 µM],.,4.2%,-4.2%,-1.3
CNc1ccc(Br)cc(C(=O)/C=C/c2ccc(OC)cc2)c1=O,-9.0%,-18.1%,72.0%[activator],-30.8%,10µM*,-2.2%,44.7µM*,17.0%,0.3
COc1ccc(CCN(C(=O)/C=C/C(=O)O)C2CC(=O)N(c3ccccc3)C2=O)cc1 (stereo not drawn),47.5%[activator],0.1%,10.1%,-14.7%,-28.8%,6.4%,-18.2%,6.0%,-21.2
Cc1ccccc1COc1ccc(/C=N/NC(=O)c2nnn(-c3nonc3N)c2CN2CCC(C)CC2)cc1,74.1%[activator],13.9%,-18.6%,-17.1%,.,i,-17.9%,7.8%,7.2
COc1ccc(/C=N/Nc2ncc(Br)cn2)c(OC)c1,24.3%,-3.3%,?,50.1µM*,31.8%[12.7 µM],-6.3%,18.7%,?,-0.7
COCCCNC(=S)NNC(=O)c1cc(C2CC2)nc2ccccc12,39.3%[activator],8.9%,-16.3%,-5.6%,-11.0%,-0.4%,-11.7%,-0.2%,-2.4
COc1cccc(/C=N/NC(=O)CN2CC(c3ccccc3)CC2=O)c1O (stereo not drawn),29.9%,-2.7%,-0.9%,-8.7%,41.0%[59 µM],-6.4%,-6.0%,-3.6%,1.0
COC(=O)c1cc2ccsc2n1Cc1nc(-c2ccc(OC)cc2)oc1C,29.6%,9.9%,2.0%,-7.5%,1.3%[12.7 µM],i,-5.2%,21.1%,14.1
Cc1ccccc1C(=O)NC1(C(F)(F)F)N=C(c2ccccc2)N(Cc2ccccc2)C1=O (stereo not drawn),16.0%,0.7%,-15.9%,-6.3%,?,2.3%,-9.5%,-3.5%,2.6
NC(=O)Nc1ccc(C(=O)OCC(=O)NC2CCCc3ccccc32)cc1 (stereo not drawn),18.1%,?,-8.3%,-13.7%,.,i,.,-7.6%,9.7
N/C(CS(=O)(=O)c1ccccn1)=N\OC(=O)c1ccc(Cl)cc1,7.7%,-10.1%,-0.3%,-4.7%,2.7%,-0.1%,-0.7%,-12.1%,2.6
COC(=O)C(C)(C)ONC(=O)Nc1ccccc1,30.6%,-2.1%,-12.3%,-10.3%,-9.0%,-9.3%,-2.3%,1.4%,3.4
O=C(NCC(c1cccnc1)N1CCc2ccccc21)c1cccc(C(F)(F)F)c1 (stereo not drawn),27.0%,-8.5%,18.4%,-7.9%,3.9%[59 µM],-12.8%,-2.6%,3.2%,-0.7

# Given tab-delimited: entries from further up
mol	HP1b chromo inh	ERG-DNA inh	GLS inh	JMJD2A Tudor inh	G9a block	Tb PGK inh	BAZ2B inh	Pin1 inh	PI4K2A inh
N/C(CS(=O)(=O)c1ccccn1)=N\OC(=O)c1ccc(Cl)cc1	7.7%	-10.1%	-0.3%	-4.7%	2.7%	-0.1%	-0.7%	-12.1%	2.6
NC(=O)Nc1ccc(C(=O)OCC(=O)NC2CCCc3ccccc32)cc1 (stereo not drawn)	18.1%	?	-8.3%	-13.7%	.	i	.	-7.6%	9.7

# Compounds as they come; any-hit rate near 11%.
